Screens deposited in PubChem BioAssay by National Center for Advancing Translational Sciences (NCATS).
ELG1 genotoxic: inducers of genotoxicity in HEK293T ELG1-luciferase cells; Potency, µM (doses to about 46 µM), for the others: at the top dose activity change, positive = activation, hits mostly activators; 1.3% of 330,000 active; HEK293T ELG1-luciferase reporter, luminescence, 16 h; AID 504466; further: potency means the concentration at half of the fitted maximal effect; % of control where 0% means no effect; nearly all actives have a fitted effect of over 60% in size
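Reporter readout depends on ELG1 protein level, which increases with genetic stress. After 16 hr compound exposure at 37 °C, luciferase activity was quantified using ONE-Glo.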
Rab9 promoter act: Rab9 promoter activation | Potency, µM (series often up to 9.22 µM), inactives show at the top dose activation, negative = inhibition, hits mostly activators | Huh7 Rab9 promoter-luciferase reporter, luminescence, 24 h | 2.8% of 320,000 active; further: potency means the concentration at half of the fitted maximal effect; % of control where 0% means no effect; nearly all actives have a fitted effect of over 60% in size
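Stable Rab9-luc Huh7, 1500 cells/well, 2 h settle; cmpd in DMSO, 24 h, 37 °C/5% CO2; luciferase reagent 10 min RT; luminescence.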
FBPA coupling cs: coupling enzyme interference in Giardia aldolase counter-screen; coupling enzyme system counterscreen, AmpLite Red fluorescence; activity change, negative = inhibition, % at 58.2 µM, hits read low; 0.67% of 290,000 active; AID 2472; in the data active means activity change below about -30%; further: on the % scale 0 is the no-effect control and ±100 the full control effect
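Counterscreen lacking aldolase: glyceraldehyde-3-phosphate coupling-enzyme reagent preincubated 10 min at RT with compound (at 57.5 uM final), then substrate/coupling system with AmpLite Red added; fluorescence read at 525/598 nm after 20 min RT.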
Giardia killer: kills Giardia lamblia; Giardia lamblia trophozoite viability; activity change, % at 7.66 µM, hits read low; 0.15% of 340,000 active; AID 540267; in the data active means activity change below about -80%; inconclusive means between about -30% and that limit;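 further: parasites exposed to compound for two days anaerobically before the ATP read; on the % scale 0 is the no-effect control and ±100 the full control effect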
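Giardia lamblia trophozoites (100 cells/well) were incubated with compounds for 48 h at 37 deg C under anaerobic conditions. Viability was read as ATP content by one-step luminescence after 15-30 min at room temperature.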
Gal4-VP16 FLuc: Gal4-VP16 reporter inhibition counter-screen; Drosophila S2 Gal4-VP16 UAS-luciferase, luminescence, 20 h; AID 2546; Potency, µM (series often up to 53.6 µM), for inactives: at the top dose activity, negative = inhibition, most hits filed as inhibitors; 3.5% of 310,000 active;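 further: Gal4-VP16 expression switched on by copper sulfate through the metallothionein promoter; potency means the concentration at half of the fitted maximal effect; on the % scale 0 is the no-effect control and ±100 the full control effect; nearly all actives have a fitted effect of over 50% in size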
uPA generation: inhibitors of cell surface uPA generation. cell surface uPA generation assay, qHTS. 0.31% of 330,000 active. Potency, µM (series often up to 38.3 µM), without a hit: at the top dose activity change, negative = inhibition, usual class: inhibitors; active means well fitted inhibition curve with a large enough effect; inconclusive means small, poorly fitted or top-dose-only effect; inactive means no such curve, though single readings can be large or run the other way; tested in mouse RAW 264.7 cells; further: potency means the concentration at half of the fitted maximal effect; on the % scale 0 is the no-effect control and ±100 the full control effect; nearly all actives have a fitted effect of over 55% in size
Tb PFK block: inhibitors of T. brucei phosphofructokinase; O15648; T. brucei PFK, ADP-Glo luminescence; Potency, µM (top dose mostly 57.5 µM), inactives show top-dose activity, negative = inhibition, actives largely listed as inhibitors; 0.17% of 330,000 active;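 further: potency means the concentration at half of the fitted maximal effect; 0% = uninhibited 1x PFK enzyme wells and -100% = no-enzyme wells; nearly all actives have a fitted effect of over 60% in size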
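ADP-Glo luminescence quantified ADP after 45 min at room temperature, with 1.25 nM T. brucei PFK, 0.1 mM ATP and 0.5 mM fructose-6-phosphate in pH 8.0 TEA buffer. qHTS titrations up to 57 µM; curves classified by quality.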
RORg inh: blocks mouse ROR gamma transcriptional activity | Drosophila S2 Gal4-RORgamma UAS-luciferase reporter, 20 h | Potency, µM (doses to about 53.6 µM), for inactives: at the highest dose activity change, negative = inhibition, usual class: inhibitors | 5.4% of 310,000 active | AID 2551; further: potency means the concentration at half of the fitted maximal effect; on the % scale 0 is the no-effect control and ±100 the full control effect; nearly all actives have a fitted effect of over 60% in size
Target sequence (P51450 whole entry, looked up, the tested form may be a part): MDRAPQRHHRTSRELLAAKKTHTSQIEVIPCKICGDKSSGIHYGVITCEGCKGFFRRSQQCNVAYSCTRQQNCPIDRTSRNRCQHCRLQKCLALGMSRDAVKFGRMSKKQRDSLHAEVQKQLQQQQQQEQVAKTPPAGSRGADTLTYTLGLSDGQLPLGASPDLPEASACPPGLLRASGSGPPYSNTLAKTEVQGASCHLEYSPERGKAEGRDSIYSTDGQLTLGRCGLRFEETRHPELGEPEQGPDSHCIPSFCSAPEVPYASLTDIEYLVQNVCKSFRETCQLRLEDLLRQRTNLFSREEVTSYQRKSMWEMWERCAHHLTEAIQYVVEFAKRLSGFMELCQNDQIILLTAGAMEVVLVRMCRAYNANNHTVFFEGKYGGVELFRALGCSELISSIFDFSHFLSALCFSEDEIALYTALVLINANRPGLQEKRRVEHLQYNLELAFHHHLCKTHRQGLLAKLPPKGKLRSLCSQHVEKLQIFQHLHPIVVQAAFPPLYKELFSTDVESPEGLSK
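Stably transfected Drosophila Schneider cells are the test system, with ROR gamma fused to Gal4 and luciferase under UAS control; luminescence is read after 20 hr of 700 uM copper sulfate induction at ambient temperature.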
NPC1 prom act: NPC1 promoter activation; 2.4% of 320,000 active; Potency, µM (top dose mostly 9.22 µM), without a hit: at the top dose activation, usual class: activators; Huh7 NPC1 promoter luciferase reporter, 24 h;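 further: potency means the concentration at half of the fitted maximal effect; % of control where 0% means no effect; nearly all actives have a fitted effect of over 60% in size; reporter is driven by a mutant NPC1 promoter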
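Luciferase expression driven by the NPC1 promoter was measured in stably transfected Huh7 cells after a 24 h compound incubation, using a luciferase reagent and a luminescence read.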
KCNH2 3.1 block: KCNH2 3.1 (human) potassium channel inhibition; U2OS KCNH2 3.1, thallium flux FluxOr; stronger effect = lower value; AID 720553; 0.95% of 340,000 active; activity change, % (tested at about 1.8 µM);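 active means maximum activity change below -70%; inconclusive means maximum activity change from -70% to -50%; inactive means maximum activity change above -50%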;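 further: thallium influx rate constant from kinetic fluorescence after stimulation buffer; on the % scale 0 is the no-effect control and ±100 the full control effect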
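Steps: virus added to U2OS suspension (4 h, RT, dark); medium with 10% FBS added, cells plated, 37 C overnight; FluxOr/Red40 loading buffer 45 min RT; stimulation buffer, 2 min kinetic read; rate constant normalized.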
FLuc modulator: inhibits or activates purified firefly luciferase, miR-21 counter-screen | purified FLuc, Km substrates, luminescence inhibition | Potency, µM (series often up to 57.5 µM), without a hit: at the highest dose activity change, negative = inhibition, actives largely listed as inhibitors | 6.9% of 360,000 active;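 further: potency means the concentration at half of the fitted maximal effect; plate controls were vehicle for no effect and reference inhibitor for full effect; nearly all actives have a fitted effect of over 55% in size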
Target sequence (P08659 whole entry, looked up): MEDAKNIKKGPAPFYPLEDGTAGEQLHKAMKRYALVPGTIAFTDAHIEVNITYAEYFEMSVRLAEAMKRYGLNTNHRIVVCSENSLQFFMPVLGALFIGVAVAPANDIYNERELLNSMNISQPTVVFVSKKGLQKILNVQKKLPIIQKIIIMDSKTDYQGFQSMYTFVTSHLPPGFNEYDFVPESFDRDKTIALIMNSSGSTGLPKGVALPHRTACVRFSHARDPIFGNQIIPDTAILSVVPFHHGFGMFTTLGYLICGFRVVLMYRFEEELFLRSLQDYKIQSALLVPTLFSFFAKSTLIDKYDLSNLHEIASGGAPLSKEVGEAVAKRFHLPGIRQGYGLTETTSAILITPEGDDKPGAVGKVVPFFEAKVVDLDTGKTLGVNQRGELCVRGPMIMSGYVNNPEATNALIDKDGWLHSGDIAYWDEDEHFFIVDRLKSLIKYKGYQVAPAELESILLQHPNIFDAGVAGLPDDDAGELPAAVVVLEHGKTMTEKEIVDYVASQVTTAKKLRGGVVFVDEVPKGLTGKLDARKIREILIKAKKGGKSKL
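Purified P. pyralis luciferase, 10 nM final, with Km-level 10 uM D-luciferin and 10 uM ATP in 50 mM Tris acetate pH 7.5, 10 mM Mg acetate, 0.01% Tween-20, 0.05% BSA; 6-point qHTS titration about 60 µM downward; luminescence read.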
Starred values were filed as active, the others as inactive; ? = inconclusive; · = not tested or not shown; [ ] = another dose, or the depositor's remark. Unless noted, the call rests on the fitted dose curve; in most records, active means well fitted curve in the direction sought with a large enough effect; inconclusive means small, poorly fitted or top-dose-only effect, or another doubt; inactive means no such curve, though single readings can be large; an effect the other way counts as inactive or inconclusive.

SMILES	ELG1 genotoxic	Rab9 promoter act	FBPA coupling cs	Giardia killer	Gal4-VP16 FLuc	uPA generation	Tb PFK block	RORg inh	NPC1 prom act	KCNH2 3.1 block	FLuc modulator
CCOc1ccc2sc(NS(=O)(=O)c3ccc(OC)c(OC)c3)nc2c1	·	·	13	-9	-6%	·	·	8%	·	-3	2%
CNc1nc(-c2c(C)[nH]c3ccc(OC)cc23)cs1	0%	-8%	-8	-17	-8%	-2%	3%	6%	1%	1	3%
Nc1ccccc1C(=O)N/N=C1\C2CN3CCN(C2)CC1(c1ccccc1)C3	8%	2%	-1	-5	25%	-9%	-2%	-17%	-3%	-1	?
C=C(C)CNC(=S)N/N=C1\CCCCc2ccccc21	-5%	0%	0	-1	1.8µM*	-5%	-8%	1.4µM*	-1%	-28	-7%
O=C(C1CCCO1)N1CCN(C(=S)Nc2cc(F)cc(F)c2)CC1 (stereo unspecified)	-1%	-1%	-1	3	-5%	6%	0%	-13%	-1%	6	1%
Cc1ccc(SCC(=O)Nc2cccc(C(=O)NC(C)(C)C)c2)cc1	-6%	-2%	2	-11	1%	2%	0%	39%	2%	0	?
CCCc1nc2sc3ccccc3c(=O)c2c(=O)n1Cc1ccc(OC)cc1	-1%	1%	5	-22	-1%	1%	-8%	36%	12%	3	?
O=C(Nc1ccccc1F)C(=O)c1cn(CC(=O)N2CCCCC2)c2ccccc12	-2%	30%	0	-8	-1%	2%	-5%	19%	14%	-13	5.4µM*
Cc1nc(NC(=O)c2ccc(F)cc2)nc2cc3c(cc12)OCO3	1%	5%	0	-12	3%	5%	-1%	34%	2%	9	?
O=C(COC(=O)[C@@H]1CCCN1C(=O)c1cccs1)Nc1cccc(Cl)c1	2%	·	·	-2	·	-21%	-2%	·	·	6	·
COc1ccccc1NC(=O)C(=O)NCC(c1ccco1)N1CCc2ccccc2C1 (stereo unspecified)	11%	-3%	·	-18	·	3%	16%	·	-3%	-4	-2%
C=CCCO[C@@H]1O[C@@H](C)[C@H](O)C[C@H]1O	1%	-1%	·	19	·	5%	1%	·	0%	-9	-2%
O=C1CN(C(=O)COC(=O)C2CCN(S(=O)(=O)c3ccccc3C(F)(F)F)CC2)c2ccccc2N1	-2%	0%	4	-7	?	3%	4%	40%	2%	5	8%
CC1Cc2ccccc2N1C(=O)c1cccnc1 (stereo unspecified)	-5%	-5%	-7	-1	-9%	·	3%	?	12%	3	0%
COc1ccc(C2(CNC(=O)Cc3ccc(OC)c(OC)c3)CCCC2)cc1	-1%	2%	1	-3	4%	3%	4%	4%	-5%	-5	4%
CCN(c1ccccc1)S(=O)(=O)c1ccc2[nH]c(=O)c(=O)[nH]c2c1	-1%	0%	3	-8	-1%	·	1%	-3%	0%	-13	2%
S=C1NC(c2ccccc2)=NCN1c1ccccc1	21%	24%	3	0	1%	0%	-1%	10µM*	15%	-19	-15%
CC1CCCCC1NC(=O)COC(=O)Cc1ccc(Cl)cc1 (stereo unspecified)	2%	1%	·	5	·	5%	0%	·	-2%	14	-2%
CC1CCCCC1NC(=O)c1cc2c(=O)n3ccccc3nc2n1C (stereo unspecified)	3%	22%	5	26	-8%	14%	0%	?	3%	1	-20%
COc1ccccc1N1CCN(C(=O)c2cc3sccc3n2C)CC1	0%	-8%	·	-7	3%	7%	0%	11%	-2%	-8	-1%
COc1ccc(NS(=O)(=O)c2ccc(C)c(C(=O)NCC(c3ccco3)N3CCCCC3)c2)cc1 (stereo unspecified)	-5%	-2%	·	-9	·	-10%	0%	·	-3%	-3	1%
CCN(CC)S(=O)(=O)c1ccc(N(C)Cc2cccnc2)nc1	2%	4%	1	16	0%	-1%	2%	0%	6%	14	-2%
CC(C)(C)N(Cc1ccccc1)C(=O)COC(=O)c1ccc(S(=O)(=O)N2CCOCC2)cc1	-1%	·	·	-10	·	-29%	6%	·	·	-6	·
Cc1cc(/C=C2/NC(=O)N(Cc3ccccc3F)C2=O)c(C)n1C	0%	-3%	-2	0	10%	1%	3%	-6%	0%	10	0%
CCCS(=O)(=O)n1nc(-c2ccc(OC)cc2)cc1N	?	-4%	1	-21	-1%	-4%	-3%	31%	-1%	16	?
O=C(N/C=C/n1cnc2cc(C(F)(F)F)ccc21)c1ccccc1F	4%	-12%	-3	2	-1%	-3%	-1%	25%	-1%	-6	1%
O=C(Cn1cccc1)Nc1ccc(F)cc1F	-1%	0%	0	-12	-11%	4%	-2%	9%	-1%	11	-7%
Cc1ccc(S(=O)(=O)N(C)c2ccccc2C(=O)Nc2ccc(F)cc2F)cc1	-4%	-1%	-2	-1	4%	1%	-3%	13%	-1%	-2	3%
CCCN1CCN(C(=O)Cn2ncc3c([nH]c4ccc(C)cc43)c2=O)CC1	1%	-5%	·	-10	6%	0%	1%	-6%	-2%	-8	5%
COc1ccc(OC)c(N(CC(=O)N2CCCC2)S(=O)(=O)c2ccc(OC)c(OC)c2)c1	0%	-3%	0	11	-1%	6%	-7%	?	0%	-16	2%
CCOC(=O)C(C)Sc1nc2c(cnn2-c2ccc(F)cc2)c(=O)[nH]1 (stereo unspecified)	-1%	-1%[1.84 µM]	-3	-12	3%	0%	6%	-2%	-9%	8	2%
CCS(=O)(=O)N1CCC(C(=O)Nc2ccccc2OC)CC1	4%	-2%	1	8	4%	12%	0%	-37%	-2%	7	1%
CCOc1ccc(C2NC(=O)NC(C)=C2[N+](=O)[O-])cc1OC (stereo unspecified)	7%	-2%	3	-8	7%	1%	-5%	12%	-9%	-11	-1%
CCN(CC)CCCN1C(=O)C2C(C(=O)Nc3ccc(C(C)C)cc3)C3C=CC2(O3)C1C(=O)NC1CCCCC1 (stereo unspecified)	-1%	2%	-1	-6	-7%	1%	-4%	-13%	5%	-1	-2%
Cc1ccc(-n2c(Cc3cccs3)nnc2SCC(=O)OC(C)C)cc1	-6%	4%	4	-13	-6%	1%	3%	31%	-3%	-3	10%
CN(C)c1ccc(/C=C/c2nc3ccccc3c(=O)[nH]2)cc1	0.58µM*	0.089µM*	4	-92*	?	-25%	-4%	2µM*	0.11µM*	-3	0.21µM*
COc1ccc(CNC(=O)CCc2nc(-c3ccccc3F)no2)c(OC)c1	-6%	-4%	1	-2	5%	0%	-10%	24%	1%	8	-2%
COc1cccc(CC2(CO)CCCN(C(=O)c3cc[n+]([O-])cc3)C2)c1 (stereo unspecified)	2%	-1%	4	4	-2%	-1%	-1%	-16%	-4%	14	-1%
CCC(=O)c1ccc(N2CCN(C(=O)Cc3ccccc3)CC2)c(F)c1	-5%	-1%	5	-12	?	6%	-1%	?	3%	2	2%
CCCCCCN1C=CC=C/C1=C\C=C(C#N)C#N	-3%	-4%	0	-12	-5%	-2%	-5%	7%	-2%	-14	1%
O=C(N/N=C\c1ccc2c(c1)OCO2)c1cncc(Br)c1	-14%	15%	-6	?	-6%	-3%	-16%	8%	12%	-1	?
CCOc1ccc(Nc2ncnc3c2cnn3-c2ccccc2)cc1	18µM*	25%	1	11	4%	-2%	3%	?	21%	10	5%
O=c1c2c(n3nnnc3n1Cc1ccccc1)-c1ccccc1CC21CCCC1	-4%	-2%	-1	26	-14%	1%	-6%	-4%	-19%	22	0%
Cc1ccc(CN2CCC(Oc3ccc(C(=O)NCc4ccccn4)cc3)CC2)o1	-4%	-1%	4	-7	·	1%	-19%	·	-1%	-12	3%
CCCCNC(=O)c1onc(CSc2cccc(OCC)c2)c1C(=O)O	1%	-5%	14	3	-5%	14%	1%	1%	0%	·	?
O=C(COC(=O)c1c(F)cccc1F)Nc1ccc2c(c1)OCO2	2%	0%	·	4	·	4%	2%	·	-1%	0	6.7µM*
CC(=O)N1CCc2ccc(S(=O)(=O)N3CC(C)OC(C)C3)cc21 (stereo unspecified)	0%	-6%	1	-10	?	4%	-5%	3%	1%	7	-1%
CC(=O)N1c2ccc(S(=O)(=O)N3CCCCC3)cc2CC1C(=O)Nc1ccc(C)cc1 (stereo unspecified)	-2%	-1%	·	?	-8%	-5%	-3%	1%	0%	6	0%
CC(=O)/C(N=Nc1ccc(C(=O)O)cc1[N+](=O)[O-])=C(\C)O	0%	1%	0	14	-2%	0%	-17%	0%	-3%	-2	1%
CCOC(=O)c1nn(-c2ccc(Cl)cc2)c(C)cc1=O	1%	-4%	1	12	-2%	3%	3%	-6%	1%	4	0%
O=C(C1CCC1)N1CCN(S(=O)(=O)c2ccccc2)CC1	0%	-1%	·	19	·	0%	3%	·	2%	18	-1%
COc1cc(/C=C/c2ccc3cccc(O)c3n2)cc(Cl)c1OC	21µM*	0.71µM*	-12	6	4.5µM*	-10%	-2%	0.79µM*	0.63µM*	-1	2.7µM*
